Compound activity as filed in PubChem.
M. tuberculosis HTS = M. tuberculosis growth inhibition, HTS (AID 449762); M. tuberculosis H37Rv growth inhibition, 7H9 media; higher % means a stronger effect; inhibition, % at 25 µM; hits with a dose series show IC50 in µM; 330,000 tested, 0.59% active; in the data active = a potency from the dose series; inconclusive = inhibition above about 70% without an active follow-up result;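 note: bacterial growth assessed after seven days of incubation; strong numbers were not always called active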
PhoP GFP inhibition = PhoP regulon inhibitors, Salmonella typhi PhoP promoter GFP reporter, confirmatory (AID 1850) | Salmonella Typhi PhoP-promoter GFP reporter, fluorescence, 4 h; higher % means a stronger effect | one-dose inhibition, % at 50 µM; IC50 in µM for titrated hits | 310,000 tested, 0.33% active; in the data active = a potency from the dose series; inconclusive = inhibition mostly from about 25% at the one dose, without a potency; inactive = the rest, 99 in 100 with inhibition below about 19%;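 note: 0% = induced wells with vehicle and 100% = uninduced wells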
VEEV TC-83 Vero = inhibitors of VEEV TC-83 cytopathic effect, confirmation, Vero cells (AID 588727). Vero cells, VEEV TC-83 cytopathic effect inhibition; higher % means a stronger effect. inhibition, % at 20 µM, or IC50 in µM where a hit was titrated. 350,000 tested, 0.13% active; in the data active = a potency from the dose series; inconclusive = inhibition mostly from about 14% at the one dose, without a potency; inactive = the rest, 99 in 100 with inhibition below about 12%; note: strong numbers were not always called active
tuberculosis growth = growth inhibition of non-replicating M. tuberculosis (AID 488890); Mycobacterium tuberculosis non-replicating, growth inhibition; higher % means a stronger effect; inhibition, % at 25 µM, or IC50 in µM where a hit was titrated; 320,000 tested, 0.39% active; in the data active = a potency from the dose series; inconclusive = inhibition mostly from about 82% at the one dose, without a potency; inactive = the rest, 99 in 100 with inhibition below about 76%;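 note: plate controls were DMSO cells for no effect and high antibiotic wells for full effect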
influenza NS1A = NS1A inhibition, H1N1 influenza, cell based functional assay (AID 504329); NS1A functional cell-based assay, percent inhibition; higher % means a stronger effect; one-dose inhibition, % at 12.5 µM; IC50 in µM for titrated hits; 340,000 tested, 0.3% active; in the data active = a potency from the dose series; inconclusive = inhibition above about 27% without an active follow-up result; note: strong numbers were not always called active
VEEV TC-83 Vero 10K pilot screen = also measured in VEEV TC-83 Vero; calls as there; inhibition, %; measured here: 10K pilot screen inhibition
* hit, by the source's call; i = inactive; ? = inconclusive; . = not tested or not shown.

SMILES	M. tuberculosis HTS	PhoP GFP inhibition	VEEV TC-83 Vero	tuberculosis growth	influenza NS1A	others
O=C(Nc1nnc(-c2ccc3c(c2)OCCO3)o1)c1ccc(Cc2ccccc2)cc1	56%	.	2.9%	.	0%
Cc1onc(-c2c(Cl)cccc2Cl)c1C(=O)Nc1ccc2c(c1)OCO2	-6%	-3%	0.7%	54%	-4%
c1ccc(NCc2nnc3n2CCCCC3)cc1	1%	-11%	0.5%	-2%	-8%
CC(C)SCCCOc1ccc(C(C)(C)C)cc1	-2%	0%	0.2%	3%	4%
Cn1c(O)c(/C=C/C=Nc2ccccc2)c(=O)n(C)c1=O	3%	-12%	0.3%	-7%	0%
CCOC(=O)C1CCCN(S(=O)(=O)CCNC(=O)c2cccc(OC)c2)C1 (configuration not stated)	-13%	6%	2.4%	-13%	-19%
C[C@H](NC(=O)Cc1cccc2ccccc12)C(=O)N1CCCN(C)CC1	0%	7%	i	36%	0%
C=CCN(CC=C)CCOc1ccccc1	-7%	-2%	0.6%	-13%	5%
O=C(COC(=O)c1ccc(S(=O)(=O)N2CCCC2)cc1)NCc1ccccc1	-5%	-4%	0.1%	10%	-13%
O=C(Nc1cccc2ncccc12)c1ccccc1[N+](=O)[O-]	4%	1%	i	-8%	18%
Cc1cc(CSc2ccccc2C(=O)O)on1	5%	14%	0.7%	5%	9%
NC(=O)COC(=O)[C@H](Cc1ccccc1)NS(=O)(=O)c1ccc2c(c1)OCCO2	.	.	1.2%	.	11%
CCNC(=O)Oc1ccc(-c2csnn2)cc1	-4%	14%	1.0%	23%	-2%
CCCCCCn1c(SCC(=O)c2c(N)n(C)c(=O)n(C)c2=O)nc2ccccc21	-9%	2%	0.7%	-5%	2%
COc1ccc(-c2cn(Cc3ccc(C)cc3)nn2)cc1	-4%	12%	i	21%	-5%
Cc1cccn2c(=O)nc(SCC(=O)Nc3cccc4ccccc34)nc12	1%	-15%	8.5%	-13%	-1%
COc1ccc2c(Cl)c(C(=O)NN3CCN(C)CC3)sc2c1	-8%	13%	i	-1%	-1%
Nc1nnnn1/N=C/c1cc(Cl)ccc1O	2%	6%	0.3%	3%	-2%
COc1ccc(N2CCN(C(=O)c3oc4ccccc4c3NC(=O)Cc3cccc(OC)c3)CC2)cc1	8%	1%	4.2%	33%	8%
COc1cc(OC)cc(C(=O)NC(=S)Nc2cccnc2)c1	11%	13%	4.4%	49%	-3%
O=C(NCCCCc1ccccc1)C12CN(Cc3ccccc3)CC1C(c1cccc([N+](=O)[O-])c1)=NO2 (configuration not stated)	-3%	7%	0.3%	5%	-1%
Cn1cccc1C(=O)NCC(c1ccc(F)cc1)N1CCOCC1 (configuration not stated)	-9%	-7%	0.8%	-2%	4%
Cc1ccc(-n2nc(CC#N)c(C#N)c2N)cc1	-4%	-20%	1.0%	5%	0%
O=C(Cn1cnc2c(NCc3ccccc3)ncnc21)NCCN1CCOCC1	.	.	1.4%	.	4%
CCCOc1ccc(CCN2CCC(=O)NC2=O)cc1C	1%	-2%	0.6%	4%	3%
O=C(CSc1nnc(SCc2ccc(Cl)cc2)s1)N/N=C/c1c(Cl)cccc1Cl	12%	7%	2.3%	?	1%
Cc1ccc(NC(=O)CCCN2C(=S)NC(C)(C)CC2C)cc1 (configuration not stated)	4%	-15%	2.9%	14%	-4%
CCOc1ccc(N(CC(=O)Nc2ccccc2C(=O)N2CCCC2)S(C)(=O)=O)cc1	-10%	7%	i	-12%	-10%
CCOC(=O)Cn1cc(Cl)cc(C(=O)Nc2ccccc2)c1=O	-1%	-3%	0.6%	0%	22%
CCOC(=O)C1=C(C)NC(C)=C(C(=O)OCC)C1C(=O)OCC(=O)NCCc1ccccc1	-3%	.	2.8%	21%	1%

Arranged by heavy-atom count (high to low): some entries from above
SMILES	M. tuberculosis HTS	PhoP GFP inhibition	VEEV TC-83 Vero	tuberculosis growth	influenza NS1A	others
Cc1cccn2c(=O)nc(SCC(=O)Nc3cccc4ccccc34)nc12	1%	-15%	8.5%	-13%	-1%
Cn1cccc1C(=O)NCC(c1ccc(F)cc1)N1CCOCC1 (configuration not stated)	-9%	-7%	0.8%	-2%	4%
Cc1ccc(-n2nc(CC#N)c(C#N)c2N)cc1	-4%	-20%	1.0%	5%	0%

Continuation:
SMILES	M. tuberculosis HTS	PhoP GFP inhibition	VEEV TC-83 Vero	tuberculosis growth	influenza NS1A	others
CCCOc1ccc(C2C(C(=O)c3cc4ccccc4o3)=C(O)C(=O)N2c2cc(C)on2)cc1OC (configuration not stated)	1%	4%	i	18%	8%
O=C1N(CCCl)c2ccc(Br)cc2C12OCCO2	-5%	-4%	i	-17%	-5%
Cc1ccc(NC2=CC(=O)OC(C)C2)cc1 (configuration not stated)	-2%	3%	0.9%	-4%	-6%
O=C(OCc1nnc(-c2ccc([N+](=O)[O-])cc2)o1)C1CCN(C(=O)c2ccc(Cl)cc2)CC1	.	.	i	.	7%
O=C(Cc1cccs1)N1CCN(S(=O)(=O)c2ccc(F)cc2)CC1	2%	-7%	0.6%	1%	-1%
CCN(CC)C(=O)Cn1cc(SCC(=O)Nc2cc(C)on2)c2ccccc21	-6%	0%	0.3%	8%	-2%
CC(=O)c1c(-c2ccc(Cl)cc2Cl)noc1C	8%	-9%	1.2%	10%	-14%
COc1ccc(C(=O)Nc2ccccc2-c2ccccc2)cc1Cl	7%	4%	9.5%	0%	2%
Cc1ccc(S(=O)(=O)NC(C)C(c2cccs2)N2CCN(C)CC2)cc1 (configuration not stated)	-5%	-10%	i	3%	3%
O=C(CSc1nnc2ccccn12)c1ccc(Cl)cc1	-7%	7%	1.0%	-10%	-9%
Cc1nc(C)c(-c2ccnc(/N=C/NO)n2)s1	11%	11%	0.8%	-21%	0%
Cc1nc(SCC(=O)Nc2cccc(S(=O)(=O)N3CCOCC3)c2)nc(C)c1C	2%	.	4.7%	6%	4%
COCc1c(C(=O)OC)nnn1-c1ccc(C(F)(F)F)cc1[N+](=O)[O-]	7%	-6%	i	-1%	0%
CC(C)OC(=O)NC(c1ccccc1)C(Cl)(Cl)Cl (configuration not stated)	1%	-8%	0.1%	7%	9%
C=C[C@H]1[C@H](OC2OC(CO)C(O)C(O)C2O)OC=C(C(=O)OC)[C@H]1C[C@H]1CC(=O)C[C@H](CC(=O)CCc2ccc(O)cc2)O1 (some centres not stated)	5%	-7%	.	5%	.
Cc1c(NC(=O)c2cc(-n3cnnc3)ccc2Cl)cccc1-c1nc2ccccc2s1	-2%	-8%	7.0%	40%	-2%
COc1ccc(CN2C(=O)NC3(CCOc4ccccc43)C2=O)cc1F (configuration not stated)	-8%	4%	2.8%	-1%	-8%
COc1ccc(N2CCN(C(=O)CSc3ncnc4scc(-c5ccc(C)cc5)c34)CC2)cc1	1%	-3%	i	32%	7%
Cc1cccc(OCc2n[nH]c(=S)n2C2CCCCC2)c1	3%	-17%	0.5%	-16%	-5%
CCCC(NC(=O)c1ccccc1)c1nc2ccccc2n1Cc1ccc(C(=O)OC)o1 (configuration not stated)	-5%	-12%	1.7%	-3%	-2%
O=c1c2oc3ccccc3c2[nH]c(=S)n1-c1ccccc1	-1%	1%	2.4%	-30%	2%
Cc1ccc2nc(NC(=O)c3ccccn3)sc2c1	?	6%	27%	0.63µM*	-13%
O=C(NC1CCCCC1)C1CCN(S(=O)(=O)c2cccc3cccnc23)CC1	-4%	5%	0.9%	.	-1%
CCCNC(=S)Nc1ccc(S(N)(=O)=O)cc1	-4%	1%	1.0%	-6%	.
CCCOc1ccc(/C=N/Nc2cc(N3CCOCC3)ncn2)c(O)c1	15%	4%	?	68%	11%
CCC(C)c1ccccc1NC(=O)c1cc(C)no1 (configuration not stated)	6%	2%	3.7%	42%	7%
CC(=O)N(C)C1=C(O)c2ccccc2C(=O)C1=O	.	-6%	5.8%	-9%	11%	VEEV TC-83 Vero 10K pilot screen=0.0
COc1ccc(NC(=O)N2CCN(C(=O)C3CCCO3)CC2)cc1 (configuration not stated)	-18%	-11%	i	2%	-9%
COc1ccccc1CNC(=O)COc1cc2c(c3oc(=O)cc(C)c13)CCC(C)(C)O2	-8%	15%	8.9%	-11%	-7%
CN(C(=O)CC1C(=O)NCCN1Cc1ccc(F)c(F)c1)C1CCCCC1 (configuration not stated)	-9%	-14%	0.7%	6%	9%

Overlap with the part before: 7 compounds, then new ones.
SMILES	M. tuberculosis HTS	PhoP GFP inhibition	VEEV TC-83 Vero	tuberculosis growth	influenza NS1A	others
CCCNC(=S)Nc1ccc(S(N)(=O)=O)cc1	-4%	1%	1.0%	-6%	.
CCCOc1ccc(/C=N/Nc2cc(N3CCOCC3)ncn2)c(O)c1	15%	4%	?	68%	11%
CCC(C)c1ccccc1NC(=O)c1cc(C)no1 (configuration not stated)	6%	2%	3.7%	42%	7%
CC(=O)N(C)C1=C(O)c2ccccc2C(=O)C1=O	.	-6%	5.8%	-9%	11%	VEEV TC-83 Vero 10K pilot screen=0.0
COc1ccc(NC(=O)N2CCN(C(=O)C3CCCO3)CC2)cc1 (configuration not stated)	-18%	-11%	i	2%	-9%
COc1ccccc1CNC(=O)COc1cc2c(c3oc(=O)cc(C)c13)CCC(C)(C)O2	-8%	15%	8.9%	-11%	-7%
CN(C(=O)CC1C(=O)NCCN1Cc1ccc(F)c(F)c1)C1CCCCC1 (configuration not stated)	-9%	-14%	0.7%	6%	9%
COc1ccc(NC(=O)c2cccc(NC(=O)c3ccccc3)c2)c(OC)c1	8%	2%	9.1%	7%	-10%
O=C(Nc1cccc2nsnc12)c1cccnc1	-1%	9%	2.6%	-7%	5%
Cc1csc2nc(O)c(C(=O)NCc3ccc4c(c3)OCO4)c(=O)n12	29%	-5%	3.1%	5%	-13%
O=C(O)C(Cc1c[nH]c2ccccc12)NS(=O)(=O)c1cccc2nsnc12 (configuration not stated)	4%	-5%	0.4%	-14%	-57%
O=C(O)c1ccc(N/N=C/c2ccc(-c3ccccc3)cc2)cc1	.	.	i	.	-8%
O=C(O)C(Cc1c[nH]c2ccccc12)NS(=O)(=O)c1ccc2ccccc2c1 (configuration not stated)	14%	-5%	1.2%	18%	6%
C=CCNC(=S)/N=c1/scc(C)n1C	-2%	-5%	0.2%	-2%	11%
COC(=O)C(NNc1ccccc1)(NC(=O)c1cccc(F)c1)C(F)(F)F (configuration not stated)	.	-8%	1.4%	-7%	-3%
CCCc1cc(=O)[nH]c(N2CCN(Cc3ccc4c(c3)OCO4)CC2)n1	0%	1%	2.6%	5%	-1%
CCCc1cc(C(=O)Cc2ccccn2)c(O)cc1O	10%	2%	0.4%	3%	-10%
O=C(Nc1ccc2nc3n(c(=O)c2c1)CCCC3)c1cccnc1Cl	-10%	-3%	0.2%	-13%	14%
Cc1ccc(Sc2cnc(N)nc2C)cc1	?	-11%	3.8%	12%	6%	VEEV TC-83 Vero 10K pilot screen=3.9
CN(C)c1nc(N/N=C\c2ccc(Cl)c([N+](=O)[O-])c2)nc(Nc2ccc(F)cc2)n1	13%	16%	?	22%	21%
CCC(Sc1ncccc1Nc1ccccn1)C(=O)O (configuration not stated)	2%	2%	0.4%	-10%	-15%
Fc1ccc(N/N=C2/CCSc3sccc32)c(F)c1	-2%	14%	0.2%	13%	2%
CC(C)CCN1CCN(Cc2nc(-c3ccccc3)cs2)CC1CCO (configuration not stated)	-2%	1%	i	11%	5%
O=C1CCC(C(=O)OCC(=O)Nc2cc(Cl)ccc2F)=NN1	-8%	.	1.0%	2%	1%
N#CC(C#N)=Cc1ccc(N2CCCC2)cc1	-7%	-6%	0.1%	5%	-3%
O=S(=O)(c1cccc(COc2ccc(Cl)cc2Cl)c1)N1CCOCC1	-1%	1%	5.5%	34%	18%
COc1ccc(-n2nc3c(c2NC(=O)c2ccco2)CS(=O)(=O)C3)cc1	-2%	3%	0.3%	4%	1%
COc1ccc(CCNC(=O)C(=O)NCC2OCCN2S(=O)(=O)c2cc(F)ccc2F)cc1OC (configuration not stated)	-5%	3%	4.9%	9%	-7%
Cc1ccsc1/C=N/n1cnc2sc(C)c(C)c2c1=O	-5%	-3%	4.5%	2%	-20%
O=C(CCN1CCOCC1)Nc1ccc(Br)cc1C(=O)c1ccccc1	33%	4%	0.9%	63%	2%
Cc1ccc(S(=O)(=O)Nc2c(C)n(C)n(-c3ccccc3)c2=O)cc1C(=O)OC(C)C(=O)N(C)c1ccccc1 (configuration not stated)	-2%	-1%	1.5%	17%	3%
